AP ELISA ortho: orthogonal test for alternative complement pathway inhibitors. inhibition, % at 5 µM. Human serum alternative complement pathway, LPS-coated ELISA, C3 deposition; tested in compound mixtures. hit rate 0.08% among 62,000;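 active = inhibition above 30% in each of the two pooled mixtures holding the compound, so the lower value exceeds 30%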;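 also: 0% = serum in Mg-EGTA without compound and 100% = EDTA serum blank; some compounds past the cut are filed as inactive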
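Test system: human serum alternative complement pathway, C3 deposition on LPS-coated wells; also added: Plate-bound LPS; doses: 5 µM per compound in ten-compound mixtures; schedule: 1 h at 37 °C; detection: Anti-C3 ELISA, OD 450 nm; evaluation: percent inhibition of C3 deposition onto LPS; repeats: two pool placements per compound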
FXIIa inh mix: factor XIIa (human) inhibition, mixture screen; purified FXIIa, fluorogenic substrate, pooled mixtures; inhibition, % at 5 µM; hit rate 0.2% among 62,000; AID 684;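 also: 0% = enzyme without compound and 100% = no enzyme blank; some results filed as inactive read as strong as hits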
Target sequence (P00748 20-372 limits assumed): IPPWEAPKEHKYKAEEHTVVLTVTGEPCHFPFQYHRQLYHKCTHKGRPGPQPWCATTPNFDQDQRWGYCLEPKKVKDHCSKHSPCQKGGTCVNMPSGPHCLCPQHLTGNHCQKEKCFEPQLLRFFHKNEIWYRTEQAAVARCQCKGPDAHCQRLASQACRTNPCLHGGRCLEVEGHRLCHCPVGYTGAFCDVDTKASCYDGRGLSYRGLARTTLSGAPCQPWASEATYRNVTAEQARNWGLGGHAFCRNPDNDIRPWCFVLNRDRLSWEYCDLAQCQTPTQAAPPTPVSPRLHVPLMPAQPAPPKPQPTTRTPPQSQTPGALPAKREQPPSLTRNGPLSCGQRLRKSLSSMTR
Target sequence (P00748 373-615 limits assumed): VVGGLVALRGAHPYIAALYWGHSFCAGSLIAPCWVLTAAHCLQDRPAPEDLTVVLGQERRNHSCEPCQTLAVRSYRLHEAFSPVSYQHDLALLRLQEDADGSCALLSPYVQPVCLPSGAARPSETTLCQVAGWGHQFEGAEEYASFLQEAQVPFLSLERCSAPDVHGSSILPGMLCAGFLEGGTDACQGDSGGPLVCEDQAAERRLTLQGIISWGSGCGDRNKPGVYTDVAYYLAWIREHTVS
Hsp90 inh: displaces geldanamycin probe from tumor Hsp90; NCI-N417 lysate Hsp90, Cy3B-geldanamycin FP displacement; inhibition, % at 30 µM; hit rate 0.35% among 64,000; AID 429;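 active = inhibition above 50%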;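 also: 0% = tracer plus lysate wells and 100% = tracer alone without lysate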
JNK3 blocker: inhibitors of human JNK3 kinase | P53779 | hit rate 0.61% among 60,000 | AID 746 | purified JNK3 kinase activity, HTS | inhibition, % at 8 µM; in the data active = inhibition above about 17%;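 also: 0% = DMSO and 100% = reference inhibitor; many of its hits are not listed in these tables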
Target sequence (P53779 whole entry, looked up): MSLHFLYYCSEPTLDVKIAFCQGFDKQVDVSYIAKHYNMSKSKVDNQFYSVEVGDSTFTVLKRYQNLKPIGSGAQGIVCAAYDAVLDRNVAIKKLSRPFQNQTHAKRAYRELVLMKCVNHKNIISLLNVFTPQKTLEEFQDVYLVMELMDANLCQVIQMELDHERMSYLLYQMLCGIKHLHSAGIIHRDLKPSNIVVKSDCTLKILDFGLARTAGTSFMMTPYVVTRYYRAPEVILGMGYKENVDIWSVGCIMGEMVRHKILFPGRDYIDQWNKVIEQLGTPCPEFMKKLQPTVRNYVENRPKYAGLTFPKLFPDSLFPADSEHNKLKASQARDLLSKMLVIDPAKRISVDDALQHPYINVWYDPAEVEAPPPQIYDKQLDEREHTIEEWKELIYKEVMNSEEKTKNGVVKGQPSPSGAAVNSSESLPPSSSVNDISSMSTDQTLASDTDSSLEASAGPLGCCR
A340 absorber: compound absorbs light at 340 nm; compound absorbance at 340 nm, fold over control; fold change at 10 µM; 65,000 tested, under 10 active; AID 708;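 active = at 10 µM dose, initial 340 nm absorbance at least 2 fold that of control wells; inactive = change under 2 fold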;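 also: initial absorbance extrapolated from kinetic A340 decline of NADH oxidation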
MKP-1 inh: blocks human MKP-1 phosphatase activity; P28562; recombinant MKP-1, OMFP hydrolysis fluorescence; inhibition, %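 (compounds tested at a single concentration somewhere between 10 and 100 µM)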; hit rate 0.15% among 65,000; AID 374;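 active = inhibition above about 50%, limit read from the data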;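 also: 0% = DMSO max control wells and 100% = wells with enzyme stopped by NaOH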
MMP-13 inhibitor: MMP13 (human) collagenase inhibition | P45452 | MMP-13 fTHP FRET cleavage, Mca fluorescence | inhibition, % at 4 µM | hit rate 0.07% among 65,000 | AID 570;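 active = inhibition above the mean of compound-free control plate wells plus 3 SD, cut at about 14% in these data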;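 also: 0% = DMSO wells and 100% = wells with reference MMP-13 inhibitor after basal subtraction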
Cdc25B block: human M-phase inducer phosphatase 2 inhibition | P30305 | recombinant Cdc25B, OMFP fluorescence Ex485/Em525 | inhibition, %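 (compounds tested at 10 µM final in the well)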 | hit rate 0.1% among 65,000; in the data active = inhibition above about 50%
FXIa mix inh: inhibitors of human coagulation factor XIa, pooled mixtures; inhibition, % at 5 µM; hit rate 0.19% among 62,000; purified FXIa, fluorogenic substrate;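 also: each value is inhibition by a whole ten-compound pool holding the compound; 0% = enzyme with no mixture and 100% = wells lacking enzyme; strong numbers were not always called active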
Active calls of the source: *; / = not tested or not shown; [ ] = dose if it differs, or a comment. Rule as the data show it, unless noted: active = inhibition above about 20% (passing the limit was not always enough); inactive = the rest.

SMILES	AP ELISA ortho	FXIIa inh mix	Hsp90 inh	JNK3 blocker	A340 absorber	MKP-1 inh	MMP-13 inhibitor	Cdc25B block	FXIa mix inh
CC(=O)C1=C(O)C(=O)N(CCN(C)C)C1c1ccc(Cl)cc1 (stereo not given)	-4	-11	-2	5	1.1	-11	1	-1	0
CC1CCCN(S(=O)(=O)c2ccc3c(c2)CCN3C(=O)C2CCC2)C1 (stereo not given)	4	4	0	-3	0.98	-6	5	-8	9
Cc1ccc(NS(=O)(=O)c2cc(C(=O)N3CCOCC3)ccc2C)cc1	7	3	-6	0	1.1	-4	5	-9	0
COC(=O)NCC(c1cccnc1)N1CCN(c2ccccc2)CC1 (stereo not given)	11	0	-4	3	1	8	6	0	-4
COc1ccc(OC)c2sc(N3CCCCC3)nc12	-10	0	2	-3	0.97	8	1	-9	5
FC(F)(F)c1nc2nncn2c2c1CCCCC2	10	0	1	0	1	-2	5	-12	-12
N#CCCn1nc(-c2ccccc2)cc1-n1c(C(F)(F)F)nc2ccccc21	22	4	-1	3	1	25	3	1	7
O=C(CNS(=O)(=O)c1ccc(Br)s1)NCC1COc2ccccc2O1 (stereo not given)	18	4	-3	3	1	23	-7	7	16
CC(=O)N(CN1C(=O)c2ccccc2C1=O)c1ccccc1	-10	1	-2	-3	1	-1	7	0	-4
O=C(O)c1cscn1	3	-1	-2	4	1	-20	2	5	1
CCCCc1nc2ccccc2c(NC(=O)CN2CCN(C)CC2)c1CCC	-11	-11	-1	1	1.1	-6	-2	8	3
CCOC(=O)N1CCC(NC(=O)C(NC(=O)C2CCCCC2)C(C)C)CC1 (stereo not given)	7	-4	/	/	1	12	4	-6	-1
CC(C)NC(=O)c1ccccc1-c1nc(-c2ccccc2Cl)no1	34	-18	-7	0	0.99	-4	-2	3	-10
CCOC(=O)c1ccc(NC(=O)CSc2nc3c(c(=O)n2C)SC(C)C3)cc1 (stereo not given)	8	6	-5	-1	1.1	12	-7	-3	-4
CN(C)/C=N/c1sc2c(c1C#N)CCC2	3	11	-1	-3	1.1	20	-1	-10	-6
CCOc1ccc(C(=O)Nc2ccc(S(=O)(=O)N3CCOCC3)cc2)cc1OCC	-8	5	-5	-5	0.97	33	0	22	-12
CN(C)Cc1c(O)ccc2occ(C(=O)c3ccccc3)c12	7	15	-3	1	1.1	-4	1	-7	2
COc1cc([C@H]2[C@@H]3CCCC[C@]3(O)CCN2Cc2ccccc2F)ccc1O	-8	-1	-1	-12	1.1	6	2	4	1
COC(=O)C(C)Sc1nnc(Cc2cc(=O)[nH]c(=O)[nH]2)n1-c1cccc(OC)c1 (stereo not given)	13	6	-2	-1	1.1	8	7	13	8
O=c1c2c(n3nnnc3n1Cc1ccccc1)-c1ccccc1CC21CCCC1	11	0	-1	3	1.1	-16	2	7	2
CC(=O)c1ccccc1OCCCN1CCCCC1	-1	2	-3	-2	1.1	0	-7	-9	16
Cc1[nH]c(=O)[nH]c(=O)c1S(=O)(=O)N1CCN(c2cccc(Cl)c2)CC1	-8	2	3	1	0.99	-5	-1	11	-2
CCOC(=O)c1ccc(N2C(=O)C3C(C2=O)C(C(=O)c2ccc(Cl)cc2)N2CCCC32)cc1 (stereo not given)	3	4	-14	-4	1	5	-26	3	6
CCN(CC)C(=O)C(C)OC(=O)COc1ccc(Cl)cc1C (stereo not given)	4	12	-7	-3	1	-6	4	0	6
CC(=Nc1cccc(O)c1)c1sc2ccccc2c1O	-1	2	3	-1	1	-13	8	20	2
Cc1cc(C)cc(Nc2ncc3c(n2)CCCC3=O)c1	5	1	14	0	1.1	-14	5	0	9
Cn1cnc(S(=O)(=O)N2CCc3ccccc32)c1	15	-1	2	2	1	7	2	1	7
COc1ccc(C(=O)NC2=C(C#N)CCC2)cc1OC	6	8	-11	-7	1.1	-15	4	-10	-1
O=C(c1ccco1)N(CC1CCCO1)c1nc(-c2ccccc2)cs1 (stereo not given)	4	8	-3	4	1.1	22	6	-4	1
O=C1C2CCCN2C(c2cccc(F)c2)N1c1cccc(Cl)c1 (stereo not given)	16	8	0	-8	1.1	3	1	-4	2
Cc1ccc(SCCNS(C)(=O)=O)cc1	4	7	4	10	1.1	-2	2	-4	3
Cc1nc2sc3c(c2c(=O)o1)CCCC3	1	3	-2	7	0.99	7	3	-13	5
COc1cc(NS(=O)(=O)c2ccc(N)cc2)nc(OC)n1	0	7	0	-1	0.98	-18	-11	-15	5
CS(=O)(=O)N1Cc2ccccc2CC1C(=O)Nc1ccccc1C(N)=O (stereo not given)	6	0	/	/	1.1	11	4	-18	7
COC(=O)c1cc2nc(-c3ccc(OC)cc3)cc(C(F)(F)F)n2n1	-2	1	-3	-8	1	9	-8	-3	-9
CCOC(=O)CSC1=C(C#N)C(c2ccc(Cl)cc2)C(C(=O)OC)C(=O)N1 (stereo not given)	-2	0	1	-1	1	-5	-1	0	0
COc1ccccc1NC(=O)COc1ccc(CO)cc1Cl	2	0	-6	19*	1	21	3	-13	8
CN(C(=O)NC(=O)C1=C(N2CCOCC2)/C(=C/c2ccccc2)CC1)S(C)(=O)=O	6	11	0	-3	1.1	16	-45	4	2
Cc1ccc(S(=O)(=O)Cc2ccc(C(=O)NCCCN3CCCC3=O)o2)cc1	-1	-16	-4	4	0.99	18	2	-4	0
CC(CN1CCN(C)CC1)OC(=O)c1ccc(Cl)cc1Cl (stereo not given)	0	-1	-3	-5	0.98	-15	-8	23	13

Structural class: the entries above containing a cyano group
SMILES	AP ELISA ortho	FXIIa inh mix	Hsp90 inh	JNK3 blocker	A340 absorber	MKP-1 inh	MMP-13 inhibitor	Cdc25B block	FXIa mix inh
N#CCCn1nc(-c2ccccc2)cc1-n1c(C(F)(F)F)nc2ccccc21	22	4	-1	3	1	25	3	1	7
CN(C)/C=N/c1sc2c(c1C#N)CCC2	3	11	-1	-3	1.1	20	-1	-10	-6
COc1ccc(C(=O)NC2=C(C#N)CCC2)cc1OC	6	8	-11	-7	1.1	-15	4	-10	-1
CCOC(=O)CSC1=C(C#N)C(c2ccc(Cl)cc2)C(C(=O)OC)C(=O)N1 (stereo not given)	-2	0	1	-1	1	-5	-1	0	0

More compounds follow.
SMILES	AP ELISA ortho	FXIIa inh mix	Hsp90 inh	JNK3 blocker	A340 absorber	MKP-1 inh	MMP-13 inhibitor	Cdc25B block	FXIa mix inh
CCn1cc(C(=O)NCc2ccccn2)c(=O)c2cc(F)c(N3CCN(C)CC3)cc21	/	/	-3	-4	1.1	-15	-60[fluorescence artefact?]	2	/
CNc1sc(C(=O)c2cccs2)c(N)c1-c1nc2ccccc2s1	15	-10	-6	0	1.1	6	3	4	7
Cc1ccc(-n2c(C)nc3oc4ccccc4c(=O)c3c2=O)cc1	19	-4	1	7	0.99	-20	3	-4	4
O=C(c1cccs1)N1CCn2c1nc1ccccc12	-1	-2	0	1	1.1	-4	0	3	-2
CCSc1nc2c([nH]c3ccccc32)c(=O)n1C	4	1	-4	-3	1.1	4	4	-50	2
O=C(CN1c2cccc3cccc(c23)S1(=O)=O)N1CCOCC1	9	8	5	0	0.99	2	-10	-4	-5
CCOC(=O)N1CCN(C(=O)c2ccc3nc(C)sc3c2)CC1	14	1	2	-3	1	-8	-3	-9	7
COc1ccc(C2C(C(=O)N3CCOCC3)CCC(=O)N2c2ccc(OC)cc2)cc1 (stereo not given)	14	-4	2	6	1	9	-2	-7	2
Cc1cc(-c2nn3c(-c4ccccc4)nnc3s2)c2ccccc2n1	31	2	-19	3	1	13	-1	-11	6
COc1cc(OC)c(-c2nc3cnccc3n2C)cc1OC	18	7	-2	-2	1.1	2	4	-2	0
COc1ccc(CN2C(=O)[C@@H]3C(c4ccc(F)cc4)=NO[C@@H]3C2=O)cc1	4	-21	-6	-4	0.99	2	1	-11	2
CC(C)c1ccc(NS(=O)(=O)c2cn(C)c(=O)n(C)c2=O)cc1	18	-19	-2	7	1	8	-3	-3	6
O=C(C1CCCCC1)N1CCC(c2nc3ccccc3[nH]2)CC1	-23	-6	-2	-4	1.1	-4	-4	17	1
Cc1nn(C)cc1CNC(=O)C1C2CCC(O2)C1C(=O)O (stereo not given)	20	-5	1	1	0.98	16	3	-14	11
O=C(NCc1ccccc1)N1CCn2c(nc3ccccc32)C1	-2	12	-4	3	0.99	1	4	-19	1
CCCC(=O)Nc1cc(=O)n(C)c(=O)n1C	6	11	-1	4	1	0	-4	2	4
O=C1CC(c2nc3ccccc3[nH]2)CN1c1ccccc1 (stereo not given)	12	6	5	4	1	-11	6	-4	4
COC(=O)c1[nH]c(C)c(/C(O)=C2\C(=O)C(=O)N(CCN(C)C)C2c2ccccc2OC)c1C (stereo not given)	-2	5	-5	-3	1	-15	-4	2	0
CCCCn1cc(C(C)(C)C)c(C#N)c1NC(C)=O	2	-6	-3	-3	1	5	-1	-9	-1
CC(=O)OC(C(=O)NCCc1ccccc1)c1cccnc1 (stereo not given)	28	3	3	-2	1	-11	-2	-8	0
CC(=O)Oc1cccc(N2C(=O)CC(Nc3ccc(N4CCOCC4)cc3)C2=O)c1 (stereo not given)	1	2	10	-6	1	-2	3	3	9
Nc1cc(=O)[nH]n1C1CCN(c2ccccc2)CC1	11	13	-2	-5	1	8	-2	-6	8
CCOc1cc(S(=O)(=O)Nc2ccc(Cl)cn2)ccc1F	-4	2	-7	7	1	4	2	2	-8
COc1cc2nc(C3CC3)n(NC(=O)c3ccc(F)cc3)c(=O)c2cc1OC	9	1	-5	-3	1	13	-4	-6	-2
O=C(NCCCN1CCCC1=O)c1cccs1	3	-15	/	-2	1	6	4	-1	7
CCCOc1ccc(N2C(=O)C3ON(c4ccccc4)C(c4ccc(O)c(OC)c4)C3C2=O)cc1 (stereo not given)	-1	6	2	6	0.98	5	5	17	8
COc1ccc(CCn2c(C)ccc2C)cc1OC	/	/	-13	1	1	4	3	-25	/
O=C(CN1CCN(c2ncccn2)CC1)NCCC1=CCCCC1	8	10	/	/	1.1	-3	1	-6	0
COc1ccc(CC(=O)Nc2ccc(-c3nnc(-c4ccccc4)o3)cc2)cc1	-12	1	-2	8	1.1	4	-42	-7	1
COc1cccc2c(C)nc(Nc3nc(CSc4nnc(C)s4)cc(=O)[nH]3)nc12	8	0	0	4	1.1	7	-1	-16	6

Fetched by compound from above:
SMILES	AP ELISA ortho	FXIIa inh mix	Hsp90 inh	JNK3 blocker	A340 absorber	MKP-1 inh	MMP-13 inhibitor	Cdc25B block	FXIa mix inh
Cc1ccc(-n2c(C)nc3oc4ccccc4c(=O)c3c2=O)cc1	19	-4	1	7	0.99	-20	3	-4	4
COc1cc([C@H]2[C@@H]3CCCC[C@]3(O)CCN2Cc2ccccc2F)ccc1O	-8	-1	-1	-12	1.1	6	2	4	1
CCn1cc(C(=O)NCc2ccccn2)c(=O)c2cc(F)c(N3CCN(C)CC3)cc21	/	/	-3	-4	1.1	-15	-60[fluorescence artefact?]	2	/

More entries:
SMILES	AP ELISA ortho	FXIIa inh mix	Hsp90 inh	JNK3 blocker	A340 absorber	MKP-1 inh	MMP-13 inhibitor	Cdc25B block	FXIa mix inh
Cc1cc(C)nc(NS(=O)(=O)c2ccc(NC(=O)NC3CCCCC3)cc2)n1	6	4	-4	-3	1	-4	8	-7	13
CCS(=O)(=O)N1CCCC(C(=O)NCCCOC(C)C)C1 (stereo not given)	19	-1	3	5	1	-6	2	6	7
CCOC(=O)c1cc2sc(C)cc2n1CC(=O)NCCc1ccccc1	6	-14	-6	/	1	0	6	-8	-7
COc1cc(-c2nn3c(COc4ccccc4)nnc3s2)cc(OC)c1OC	/	/	-3	5	1.1	-16	-8	1	/
COc1cc(CN2CCC(C(=O)N3CCN(c4ccccc4F)CC3)CC2)cc(OC)c1OC	-13	-22	-1	-4	1	7	0	-13	3
O=C(NC1CC2CCCC(C1)N2C(=O)Nc1ccccc1)c1ccncc1 (stereo not given)	-32	-16	0	2	1	-13	4	-4	-2
COC(=O)C1CCN(C(c2cccs2)c2sc3nc(C)nn3c2O)CC1 (stereo not given)	6	5	-1	0	1.1	-9	0	-11	7
